Assay outcomes deposited in PubChem BioAssay by National Center for Advancing Translational Sciences (NCATS).
AmpC inh no detg: inhibitors of E. coli AmpC beta-lactamase without detergent; P00811; actives 0.52% (n = 330,000); Potency, µM (doses to about 57.1 µM), for the others: at the highest dose activity change, negative = inhibition, most hits filed as inhibitors; AmpC nitrocefin hydrolysis, absorbance 480 nm, 0.0001% Triton;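 further: potency means the concentration at half of the fitted maximal effect; plate controls were no compound for no effect and no enzyme for full effect; nearly all actives have a fitted effect of over 20% in size; some results filed as inactive show a strong effect at the top dose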
Target sequence (P00811 whole entry, looked up): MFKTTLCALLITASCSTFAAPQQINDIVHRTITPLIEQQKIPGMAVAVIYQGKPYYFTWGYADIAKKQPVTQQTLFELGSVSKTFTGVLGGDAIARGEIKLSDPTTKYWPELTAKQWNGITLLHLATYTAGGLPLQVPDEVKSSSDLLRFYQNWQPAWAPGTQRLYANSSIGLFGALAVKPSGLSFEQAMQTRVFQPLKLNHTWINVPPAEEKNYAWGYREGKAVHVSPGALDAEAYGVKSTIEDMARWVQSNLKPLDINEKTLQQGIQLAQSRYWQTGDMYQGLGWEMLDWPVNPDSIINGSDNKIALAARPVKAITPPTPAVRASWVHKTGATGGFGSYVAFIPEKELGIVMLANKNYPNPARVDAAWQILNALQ
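20 mM phosphate pH 7.0 + 0.01% (detergent screen) or 0.0001% Triton X-100; 5.3 nM AmpC reagent; cpd preinc 15 min RT; nitrocefin (800 uM stock) to start; A480 q20 s × 4 min; Activity was normalised to no-enzyme and no-compound control wells.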
LmPK inhibitor: inhibitors of Leishmania mexicana pyruvate kinase. actives 0.37% (n = 290,000). Potency, µM (top dose mostly 57.5 µM), without a hit: top-dose activity change, negative = inhibition, hits mostly inhibitors. Q27686. purified LmPK, Kinase-Glo ATP luminescence, 1 h; further: potency means the concentration at half of the fitted maximal effect; on the % scale 0 is the no-effect control and ±100 the full control effect
Target sequence (Q27686 whole entry, looked up): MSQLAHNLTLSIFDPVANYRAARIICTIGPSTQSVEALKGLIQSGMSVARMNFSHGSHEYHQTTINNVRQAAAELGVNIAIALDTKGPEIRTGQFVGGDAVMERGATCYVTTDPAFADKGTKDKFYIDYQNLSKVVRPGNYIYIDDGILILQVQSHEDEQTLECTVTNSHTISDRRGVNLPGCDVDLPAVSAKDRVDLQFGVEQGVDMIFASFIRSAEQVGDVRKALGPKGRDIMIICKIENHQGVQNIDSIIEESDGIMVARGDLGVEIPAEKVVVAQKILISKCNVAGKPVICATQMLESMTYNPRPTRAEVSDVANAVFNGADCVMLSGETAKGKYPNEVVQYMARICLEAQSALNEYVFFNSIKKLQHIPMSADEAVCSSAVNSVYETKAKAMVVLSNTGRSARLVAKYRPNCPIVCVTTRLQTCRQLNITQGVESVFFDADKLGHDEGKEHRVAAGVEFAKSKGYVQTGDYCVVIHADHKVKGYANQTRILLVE
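Screened at intermediate enzyme activity to detect both inhibitors and activators: LmPK at 0.1 nM, with a 0.5 nM enzyme column as activation reference. PEP 0.5 mM, ADP 0.1 mM; ATP detected by luminescence after 1 h.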
Pf growth 48h: P. falciparum growth inhibition at 48 hours (one generation) | P. falciparum luciferase growth in erythrocytes, 48 h | Potency, µM (doses to about 28.7 µM), inactives show at the top dose activity change, negative = inhibition, most hits filed as inhibitors | actives 5.9% (n = 310,000) | AID 504832; further: potency means the concentration at half of the fitted maximal effect; on the % scale 0 is the no-effect control and ±100 the full control effect
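Cell-based growth assay: transgenic P. falciparum expressing firefly luciferase, cultured in red cells within RPMI 1640 containing 0.5% w/v Albumax, 24 mM bicarbonate and gentamycin. A drop in luciferase activity indicates inhibition.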
Cycloheximide cs: counter-screen for Shiga toxin inhibitors: cycloheximide protein synthesis inhibition. cell reporter, cycloheximide protein synthesis inhibition counterscreen. max response, %. actives 12% (n = 300,000). AID 2314; in the data active means max response mostly above about 13%, no sharp cut-off; inactive means mostly below about 14%; further: read at 38.3 µM for the half of the compounds with a filed dose; 0% is about no effect
Pf growth 96h: P. falciparum growth inhibition at 96 hour, primary screen for plastid delayed-death inhibitors; P. falciparum luciferase reporter growth, 96 h; Potency, µM (series often up to 28.7 µM), without a hit: top-dose activity change, negative = inhibition, hits mostly inhibitors; actives 6.9% (n = 320,000); further: potency means the concentration at half of the fitted maximal effect; on the % scale 0 is the no-effect control and ±100 the full control effect
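Erythrocytes infected with luciferase-expressing P. falciparum were dispensed at 2% hematocrit and 0.05% parasitemia (final), then incubated with compounds 96 hours at 37 C in 5% CO2. Luminescence after detection reagent addition reported growth.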
Tb PYK inh: T. brucei pyruvate kinase inhibition; Q57TT1; TbPYK enzyme, Kinase-Glo Plus ATP luminescence, 45 min; Potency, µM (series often up to 76.8 µM), for the others: at the top dose activity, negative = inhibition, most hits filed as inhibitors; actives 0.12% (n = 410,000); AID 624173; further: potency means the concentration at half of the fitted maximal effect; on the % scale 0 is the no-effect control and ±100 the full control effect; nearly all actives have a fitted effect of over 50% in size
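ADP (130 uM final) triggers the TbPYK reaction after compound addition; incubation is 45 min at room temperature. Kinase-Glo Plus is then added and luminescence imaged. Normalized data are fitted to concentration-effect curves.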
Shiga inhibitor: blocks Shiga toxin action in Vero cells | inhibition, % at 38.7 µM | Vero cells, Shiga toxin protein synthesis inhibition reporter | actives 9.2% (n = 290,000) | AID 2315; in the data active means inhibition mostly above about 28%, no sharp cut-off; inactive means mostly below about 43%; further: 0% is about no effect
An asterisk follows results filed as active; ? = inconclusive; · = not tested or not shown; + = active, no number; [ ] = dose if it differs, or a comment. Unless noted, the call rests on the fitted dose curve; in most records, active means well fitted curve in the direction sought with a large enough effect; inconclusive means small, poorly fitted or top-dose-only effect, or another doubt; inactive means no such curve, though single readings can be large; an effect the other way counts as inactive or inconclusive.

cpd	Structure	Pf growth 48h	Cycloheximide cs	Tb PYK inh	Pf growth 96h
1	Nc1nc(CSc2n[nH]c(-c3ccccc3)n2)nc(Nc2ccccc2)n1	-1%	-1	1%	?
2	CC1CCCC(NC(=O)COC(=O)Cc2ccsc2)C1C (centres undefined)	16%	2	0%	·
3	O=[N+]([O-])c1ccc(Oc2ccc(F)cc2)c2ccncc12	9.3µM*	-5	5%	·
4	C=C(C)COc1ccc2c(C)c(CCC(=O)NC3CC3)c(=O)oc2c1	10µM*	22*	11%	10µM*
5	COc1ccc2c(c1OC)C(=O)N1C2SC[C@H]1C(=O)NC1CC1 (some centres undefined)	8%	-2	-6%	31%
6	C=CCn1c(NC(=O)c2ccco2)c(S(=O)(=O)c2ccccc2)c2nc3ccccc3nc21	-21%	-1	·	5%
7	O=C(Nc1ccc(Cl)cn1)c1cccc2c(Br)cccc12	16%[0.00184 µM]	15	1%	?
8	CC(C)NC(=S)Nc1ccc(Oc2ccccc2)cc1	-22%	15	-1%	3%

cpd	LmPK inhibitor	Shiga inhibitor	AmpC inh no detg
1	-1%	-10	-49%
2	-4%	-16	-3%
3	4%	-33	-26%
4	-2%	19	24%
5	-9%	-3	-10%
6	6%	2	-27%
7	2%	31	20µM*
8	6%	29*	1%

(further entries)
cpd	Structure	Pf growth 48h	Cycloheximide cs	Tb PYK inh	Pf growth 96h
9	CCOC(=O)c1c(NC(=O)c2ccc(C)cc2)sc2c1CC(C)(C)NC2(C)C	34%[activator]	-4	·	40%[activator]
10	Cc1noc(C)c1COc1cccc(C(=O)Nc2ccccc2)c1	?	·	0%	?
11	Cc1cc(-c2ccc(/C=N/n3cnnc3)o2)ccc1Cl	21%	3	6%	?
12	CC1CN(C(=O)c2c(Br)cnn2C)CC(C)O1 (centres undefined)	14%	-1	3%	42%[activator]
13	Cc1nc(-n2nnc(CO)c2CO)nc2c1CCC2	-18%	1	7%	?
14	CC(Nc1ccc2c(c1)OCCO2)C(=O)N1c2ccccc2CC1C (centres undefined)	40%[activator]	24	-13%	-18%
15	Nc1ncnc2c1cnn2C1CCCCC1	73%[activator]	3	0%	?
16	Cc1ccc(C2c3[nH]c4ccccc4c3C[C@H]3C(=O)N(c4ccccc4C(=O)N4CCC[C@@H]4C(=O)O)C(=O)N23)cc1 (some centres undefined)	?	-4	-3%	?

cpd	LmPK inhibitor	Shiga inhibitor	AmpC inh no detg
9	2%	-3	-14%
10	·	·	-27%
11	5%	14	1%
12	-2%	-6	-11%
13	1%	-3	55%
14	-9%	37	-10%
15	2%	4	-14%
16	-4%	-3	-27%

Next part:
cpd	Structure	Pf growth 48h	Cycloheximide cs	Tb PYK inh	Pf growth 96h
17	O=C(COc1ccc(Cl)cc1Cl)N/N=C/CCc1ccccc1	10%	-2	-2%	86%[activator]
18	COc1ccc(-n2ncc3c2CC(C)(C)CC3NC(=O)c2ccoc2C)cc1 (centres undefined)	?	17*	3%	?
19	COc1ccc(F)c(CN2CCCC(CO)(Cc3cccc(Cl)c3)C2)c1 (centres undefined)	-1%	-5	0%	-29%
20	Cc1ccc(NC(=S)/C(=C(\[O-])c2ccc(F)cc2)[n+]2ccccc2)cc1	2%	21*	-18%	0%
21	CCN(CC)C(=O)c1c2c(nc3ccccc13)-c1ccccc1CC2	7.4µM*	11	-8%	?
22	CN1C(=O)c2ccccc2NC(=O)[C@]12O[C@@H]2c1ccccc1	-14%	2	7%	10%
23	CN(C)Cc1c(O)ccc2c(-c3ccccc3)cc(=O)oc12	-9%	-5	2%	9.3µM*
24	O=C(C1CCN(C2CC(=O)N(c3cccc(Cl)c3)C2=O)CC1)N1CCCCCC1 (centres undefined)	5%	-2	-21%	-16%

cpd	LmPK inhibitor	Shiga inhibitor	AmpC inh no detg
17	-5%	-14	-35%
18	-17%	15	32%[activator]
19	1%	-2	38%
20	-3%	36	-52%
21	3%	-6	57%
22	9%	-8	-18%
23	3%	-13	36%
24	10%	-5	78%[activator]

(listing goes on)
cpd	Structure	Pf growth 48h	Cycloheximide cs	Tb PYK inh	Pf growth 96h
25	CC1C(=O)C(C)C(c2ccccc2F)NC1c1ccccc1F (centres undefined)	14%	-2	0%	?
26	O=C(/C=C/c1ccc(Cl)c(Cl)c1)NC1=NCCS1	21%	35*	9%	0%
27	CC[C@@H]1CC=C[C@H]2[C@H]1C(=O)N(Cc1ccccc1)[C@H]2c1ccc(C(F)(F)F)cc1	?	-3	-7%	?
28	COc1ccc(C(=O)Nc2ccccc2-c2nnn(CC(=O)N3CCOCC3)n2)cc1	5%	-3	6%	-17%
29	O=[N+]([O-])c1nn(-c2ccccc2)n(O)c1=NCCc1ccccc1	4.1µM*	25*	-4%	-6%
30	COCCN(C(=O)COC(=O)CCOc1cccc(C)c1)c1c(N)n(Cc2ccccc2)c(=O)[nH]c1=O	-4%	·	10%	50%[activator]
31	Cc1onc(-c2c(Cl)cccc2Cl)c1C(=O)Nc1nccs1	-21%	-7	-2%	23%
32	O=C(Nc1ncc(Cc2ccccc2)s1)c1cccs1	37%[activator]	59*	-11%	?

cpd	LmPK inhibitor	Shiga inhibitor	AmpC inh no detg
25	0%	-9	-13%
26	0%	79*	-24%
27	-1%	-13	-23%
28	-2%	20	-10%
29	-5%	112*	-5%
30	·	·	202%[activator]
31	5%	-12	-30%
32	-5%	131*	-51%

(cont.)
cpd	Structure	Pf growth 48h	Cycloheximide cs	Tb PYK inh	Pf growth 96h
33	O=C(NCC(O)CO)c1csc(Nc2cccc3ccccc23)n1 (centres undefined)	-27%	-2	-8%	1%
34	O=C(NCC(O)c1ccc([N+](=O)[O-])cc1)c1cccc(S(=O)(=O)N2CCOCC2)c1 (centres undefined)	-18%	-5	1%	?
35	O=C(CN1CCN(Cc2ccccc2)CC1)N1N=CCC1c1ccccc1 (centres undefined)	48%[activator]	19	0%	?
36	CC(=O)Nc1ccc(NC(=O)CCOc2ccccc2C)cc1	8%	-3	7%	29%
37	CCCCn1c(N)c(N(CC(C)C)C(=O)CCCc2cccs2)c(=O)[nH]c1=O	-29%	6	-2%	?
38	CC1=NOC(=O)/C1=C\c1ccc(-c2ccc(Br)cc2C(=O)O)o1	0%	-3	-23%	1%
39	COc1cc(NC(=O)c2cccnc2)ccc1-c1cc2ccccc2oc1=O	-5%	9	·	57%[activator]
40	CCOc1ccc(N=c2scc(-c3ccc(OC)cc3)n2CCO)cc1	?	16*	0%	?

cpd	LmPK inhibitor	Shiga inhibitor	AmpC inh no detg
33	-1%	·	1%
34	-7%	-10	-1%
35	-5%	30	25%
36	-4%	24	-9%
37	-3%	-6	-27%
38	10%	-8	-30%
39	7%	-11	-11%
40	1%	54	38%

New compounds follow:
cpd	Structure	Pf growth 48h	Cycloheximide cs	Tb PYK inh	Pf growth 96h
41	CCOC(=O)c1ccc(NC(=S)N2CCSC2c2ccc(OC)cc2)cc1 (centres undefined)	7%	26*	-3%	-7%
42	CSCCC(NS(=O)(=O)c1ccc(C)cc1)C(=O)NC1CCCCC1 (centres undefined)	-1%	-3	0%	-30%
43	CC(C)CN1CN(Cc2ccco2)CNC1=S	0%	0	11%	54%[activator]
44	O=C(Nc1ccccc1)c1ccc2c(c1)OCO2	·	29*	-20%	116%[activator]
45	O=C(CCCCN1CCCCC1)c1ccc2c(c1)Cc1ccccc1-2	5.2µM*	-1	-5%	13%
46	CN1CCN(C(=O)c2cnn(-c3ccccc3)c2NC(=O)c2ccccc2)CC1	-2%	-1	0%	32%[activator]
47	N=c1n(CC(=O)c2ccc([N+](=O)[O-])cc2)c2ccccc2n1Cc1ccccc1Cl	?	-5	-5%	?
48	CCSc1nnc(NC(=O)NC2CCCCC2)s1	198%[activator]	36*	-2%	?
49	COCCOC(=O)c1c(C)oc2ccc(OC(=O)c3ccco3)cc12	26%	12	-4%	15%
50	CC(C)c1ccc(NC2CCCN(C(=O)c3cccc4nccnc34)C2)cc1 (centres undefined)	0%	9	0%	4.7µM*

cpd	LmPK inhibitor	Shiga inhibitor	AmpC inh no detg
41	7%	23*	-34%
42	1%	-7	-3%
43	-2%	-5	-15%
44	16µM*	59*	-15%
45	4%	-16	19%
46	7%	12	-16%
47	-2%	2	-21%
48	12%	49*	-5%
49	3%	+	32%
50	0%	-5	72%[activator]

Reformatted with two lines to a compound: part of the list above
Every second line gives: Pf growth 48h, Cycloheximide cs, Tb PYK inh, Pf growth 96h, LmPK inhibitor, Shiga inhibitor, AmpC inh no detg
32. O=C(Nc1ncc(Cc2ccccc2)s1)c1cccs1
    37%[activator], 59*, -11%, ?, -5%, 131*, -51%
33. O=C(NCC(O)CO)c1csc(Nc2cccc3ccccc23)n1 (centres undefined)
    -27%, -2, -8%, 1%, -1%, ·, 1%
34. O=C(NCC(O)c1ccc([N+](=O)[O-])cc1)c1cccc(S(=O)(=O)N2CCOCC2)c1 (centres undefined)
    -18%, -5, 1%, ?, -7%, -10, -1%
35. O=C(CN1CCN(Cc2ccccc2)CC1)N1N=CCC1c1ccccc1 (centres undefined)
    48%[activator], 19, 0%, ?, -5%, 30, 25%
36. CC(=O)Nc1ccc(NC(=O)CCOc2ccccc2C)cc1
    8%, -3, 7%, 29%, -4%, 24, -9%
37. CCCCn1c(N)c(N(CC(C)C)C(=O)CCCc2cccs2)c(=O)[nH]c1=O
    -29%, 6, -2%, ?, -3%, -6, -27%
38. CC1=NOC(=O)/C1=C\c1ccc(-c2ccc(Br)cc2C(=O)O)o1
    0%, -3, -23%, 1%, 10%, -8, -30%
39. COc1cc(NC(=O)c2cccnc2)ccc1-c1cc2ccccc2oc1=O
    -5%, 9, ·, 57%[activator], 7%, -11, -11%
40. CCOc1ccc(N=c2scc(-c3ccc(OC)cc3)n2CCO)cc1
    ?, 16*, 0%, ?, 1%, 54, 38%
41. CCOC(=O)c1ccc(NC(=S)N2CCSC2c2ccc(OC)cc2)cc1 (centres undefined)
    7%, 26*, -3%, -7%, 7%, 23*, -34%
42. CSCCC(NS(=O)(=O)c1ccc(C)cc1)C(=O)NC1CCCCC1 (centres undefined)
    -1%, -3, 0%, -30%, 1%, -7, -3%
43. CC(C)CN1CN(Cc2ccco2)CNC1=S
    0%, 0, 11%, 54%[activator], -2%, -5, -15%
44. O=C(Nc1ccccc1)c1ccc2c(c1)OCO2
    ·, 29*, -20%, 116%[activator], 16µM*, 59*, -15%
45. O=C(CCCCN1CCCCC1)c1ccc2c(c1)Cc1ccccc1-2
    5.2µM*, -1, -5%, 13%, 4%, -16, 19%
46. CN1CCN(C(=O)c2cnn(-c3ccccc3)c2NC(=O)c2ccccc2)CC1
    -2%, -1, 0%, 32%[activator], 7%, 12, -16%
47. N=c1n(CC(=O)c2ccc([N+](=O)[O-])cc2)c2ccccc2n1Cc1ccccc1Cl
    ?, -5, -5%, ?, -2%, 2, -21%
